POLB inh – inhibitors of human DNA polymerase beta; Pol beta primer extension/strand displacement, fluorescence kinetic; Potency, µM (doses to about 114 µM), for inactives: top-dose activity change, negative = inhibition, most hits filed as inhibitors; hit rate 1.3% among 340,000; AID 485314; note: potency is the fitted concentration of half-maximal effect; % is set by controls: 0 for no effect and ±100 for the full control effect
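Reaction started by 50 nM substrate onto compound-treated Pol beta (10 nM, 15 min preincubation, room temperature); plates read at 0 min and 10 min. Normalized concentration-effect data fitted by four-parameter Hill equation.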
APE1 inh – APE1 (human) endonuclease inhibition | AID 2517 | Potency, µM (titrated, usually from 65.8 µM), for the others: at the top dose activity change, negative = inhibition, hits mostly inhibitors | recombinant APE1, TAMRA/BHQ-2 abasic DNA cleavage fluorescence | hit rate 0.35% among 350,000;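 note: potency is the fitted concentration of half-maximal effect; plate controls were vehicle for no effect and reference inhibitor for full effect; nearly all actives have a fitted effect of over 55% in size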
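Incision of a quenched TAMRA/BHQ-2 THF abasic-site duplex (50 nM) by 0.75 nM APE1, after 15 min compound preincubation, measured as fluorescence increase over three 60 s reads. Values normalized to buffer, DMSO and NSC13755 control wells.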
POLI inh – inhibitors of human DNA polymerase iota; Pol iota fluorescent replication assay, 10 min; hit rate 1% among 390,000; Potency, µM (titrated, usually from 115 µM), inactives show at the top dose activity, negative = inhibition, actives largely listed as inhibitors; Q9UNA4; AID 588590; note: potency is the fitted concentration of half-maximal effect
Target sequence (Q9UNA4 whole entry, looked up): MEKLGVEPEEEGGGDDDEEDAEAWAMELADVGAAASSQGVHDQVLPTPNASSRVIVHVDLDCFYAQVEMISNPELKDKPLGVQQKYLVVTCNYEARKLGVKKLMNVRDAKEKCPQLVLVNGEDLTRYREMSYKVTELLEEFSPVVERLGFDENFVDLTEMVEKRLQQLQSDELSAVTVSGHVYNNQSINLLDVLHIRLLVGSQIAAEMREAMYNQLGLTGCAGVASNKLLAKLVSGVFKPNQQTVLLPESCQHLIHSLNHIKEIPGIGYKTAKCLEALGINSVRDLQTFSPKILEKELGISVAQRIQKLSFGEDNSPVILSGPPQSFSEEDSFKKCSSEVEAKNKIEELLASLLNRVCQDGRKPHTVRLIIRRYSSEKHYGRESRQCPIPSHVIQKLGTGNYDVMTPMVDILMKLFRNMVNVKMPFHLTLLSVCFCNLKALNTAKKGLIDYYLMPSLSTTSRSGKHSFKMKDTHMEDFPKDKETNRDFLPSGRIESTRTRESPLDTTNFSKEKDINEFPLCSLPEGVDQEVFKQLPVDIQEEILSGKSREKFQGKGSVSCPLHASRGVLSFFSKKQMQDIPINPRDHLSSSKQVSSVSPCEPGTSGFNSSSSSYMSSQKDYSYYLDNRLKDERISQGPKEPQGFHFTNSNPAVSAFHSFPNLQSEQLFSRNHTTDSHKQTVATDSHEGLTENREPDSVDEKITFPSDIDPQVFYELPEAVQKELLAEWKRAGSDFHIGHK
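Pol iota at 10 nM preincubated 15 min with compounds at room temperature; reaction started with fluorescent substrate, 50 nM final. Fluorescence read kinetically at 0 and 10 min; buffer-only wells as negative control.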
POLK inh – DNA polymerase kappa (human) inhibition | Q9UBT6 | purified Pol kappa, fluorescent DNA synthesis assay, 10 min | Potency, µM (top dose mostly 107 µM), without a hit: at the highest dose activity, negative = inhibition, actives largely listed as inhibitors | hit rate 0.53% among 400,000 | AID 588579; note: potency is the fitted concentration of half-maximal effect; % is set by controls: 0 for no effect and ±100 for the full control effect
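Here, compound and 10 nM enzyme are combined for 15 min at room temperature; adding 50 nM substrate (final) starts DNA synthesis, tracked by fluorescence at 0 and 10 min against buffer-only wells.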
LDHA block – LDHA (human) enzyme inhibition; P00338; purified LDHA, NADH/diaphorase-resazurin fluorescence; stronger effect = lower value; activity change, % (values are at about 110 or 230 µM); hit rate 0.15% among 480,000; in the data active = activity change below about -30%; inconclusive = mostly about -25% to -30%;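 note: plate controls were DMSO wells for no effect and wells without enzyme for full effect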
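Remaining NADH was detected by diaphorase (0.133 mg/mL) converting 37 µM resazurin to fluorescent resorufin, read at 0 and 20 minutes. The preceding 5-minute room-temperature reaction used 2 nM LDHA, 0.2 mM sodium pyruvate and 0.06 mM NADH at pH 7.4.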
GRP78 ERSR act – inducers of ER stress response in human glioma cells | Potency, µM, for the others: at the highest dose activation, usual class: activators | hit rate 0.02% among 420,000 | AID 602332 | U87-MG GRP78 promoter luciferase reporter, 16 h; note: potency is the fitted concentration of half-maximal effect; series mostly up to about 76 µM; % of control where 0% means no effect; nearly all actives have a fitted effect of over 35% in size
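Stably transfected U87-MG glioma cells carrying a GRP78-based luciferase sensor; 16 h compound incubation. Luminescence end-point read 10 min after Bright-Glo addition at room temperature.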
POLH inh – blocks human DNA polymerase eta activity; Q9Y253; recombinant Pol eta, fluorescent DNA replication assay; Potency, µM (top dose mostly 114 µM), inactives show top-dose activity change, negative = inhibition, hits mostly inhibitors; hit rate 1.2% among 390,000; AID 588591; note: potency is the fitted concentration of half-maximal effect; % is set by controls: 0 for no effect and ±100 for the full control effect
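Pol eta at 10 nM preincubated with compounds 15 min at room temperature; reaction started with fluorescent substrate (50 nM final) and read kinetically at 0 and 10 min.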
BLM helicase inh – blocks DNA unwinding by human BLM helicase. hit rate 0.2% among 350,000. Potency, µM (titrated, usually from 56.1 µM), for the others: at the top dose activity change, negative = inhibition, actives largely listed as inhibitors. recombinant BLM DNA unwinding, fluorescence dequenching. AID 2528. P54132;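 note: potency is the fitted concentration of half-maximal effect; plate controls were vehicle for no effect and no enzyme for full effect; nearly all actives have a fitted effect of over 35% in size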
Anesthetic bind – binds horse apoferritin like a general anesthetic. apoferritin/1-aminoanthracene competitive binding, fluorescence. Potency, µM (titrated, usually from 77.5 µM), for the others: at the highest dose activity change, negative = displacement, hits mostly inhibitors. hit rate 0.074% among 350,000; note: potency is the fitted concentration of half-maximal effect; % is set by controls: 0 for no effect and ±100 for the full control effect; nearly all actives have a fitted effect of over 20% in size
Target sequence (P02791 2-175 limits assumed): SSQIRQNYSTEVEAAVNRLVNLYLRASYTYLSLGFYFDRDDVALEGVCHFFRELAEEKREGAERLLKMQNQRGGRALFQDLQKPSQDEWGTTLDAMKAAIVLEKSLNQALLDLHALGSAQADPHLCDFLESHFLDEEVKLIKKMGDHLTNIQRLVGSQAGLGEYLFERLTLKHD
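Horse-spleen apoferritin (10 uM) in 50% saturated 1-aminoanthracene in PBS was incubated 10 min at room temperature with compound. Fluorescence (ex 380, em 535 nm) was normalized to free and bound 1-AMA, with concentration-response fitted by a four-parameter Hill equation.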
Numbers without * were called inactive; ? = inconclusive; nt = no result given; & = joins results of further samples; [ ] = another dose, or the depositor's remark. Unless noted, calls come from the whole dose curve; as a rule, active = well fitted curve in the direction sought with a large enough effect; inconclusive = small, poorly fitted or top-dose-only effect, or another doubt; inactive = no such curve, though single readings can be large; an effect the other way counts as inactive or inconclusive. This is a subset; rates above refer to the full screens.

SMILES | POLB inh | APE1 inh | POLI inh | POLK inh | LDHA block | GRP78 ERSR act | POLH inh | BLM helicase inh | Anesthetic bind
C/C(N)=C(/C#N)C(=O)COC(=O)c1oc2ccccc2c1COC(C)C | 8.2% | 15.5% | 4.9% | -22.2% | -4.3 | -2.2% | -4.5% | -13.1% | 1.8%
CN(Cc1ccccc1)C(=O)c1nc[nH]c1C(=O)N1CCN(c2ccccc2)CC1 | nt | 14.1% | 32.0%[activator] | -18.6% | -9.8 | 1.8% | -18.9% | nt | nt
C=CCNC(=O)C(C)N1c2cccc3cccc(c23)S1(=O)=O (stereo unspecified) | ? | 8.4% | 22.2% | -8.9% | 5.2 | -0.8% | -5.6% | -2.2% | -0.1%
O=C(CN1CCN(CCO)CC1)Nc1ccccc1 | -19.4% | 9.3% | ? | -1.4% | -4.1 | -4.2% | -9.6% | 2.7% | 3.7%
O=C(CSC(=S)N1CCCC1)N1CCN(S(=O)(=O)c2cccc([N+](=O)[O-])c2)CC1 | 38.0% | 16.6% | 5.0% | -16.6% | -13.3 | -2.6% | -5.8% | -0.1% | -3.6%
CC1CCN(CC(=O)Nc2ccccc2Sc2ccccc2)CC1 | 18.1% | -4.2% | 6.9% | -16.1% | 4.0 | -4.2% | -11.1% | -2.1% | -19.0%
CCOc1cccc(=O)c2c(C)n(Cc3ccccc3)c(C)c12 | ? | -5.5% | 28.9% | -9.9% | -0.9 | -3.5% | -19.6% | -7.4% | -23.2%
CCn1cc(C(=O)N/N=C(/C)c2ccc(F)cc2)c(=O)c2cc(F)c(N3CCCC3)cc21 | -3.4% | 26.4% | nt | nt | nt | nt | nt | -1.2% | -6.3%
c1csc(-c2nc(-c3ccncc3)no2)c1 | 29.1% | 0.0% | 15.4% | 0.0% | -4.1 | 3.3% | 6.7% | -5.0% | -13.3%
CCOC(=O)c1c(NC(C)=O)sc2c1CCN(Cc1ccccc1)C2 | 0.1% | -9.1% | -1.5% | 4.7% | 1.5 | -2.8% | -17.1% | 1.1% | -20.6%
Cc1ccnc(Nc2nc(-c3ccc(O)cc3)cs2)c1 | 1.5% | 30.9% | 135.3%[activator] | -7.1% | -5.8 | 4.4% | -20.1% | -8.8% | -9.4%
COc1cc2c(cc1OC)[C@@H](NC(=O)CCc1ccccc1)[C@H](O)C2 | nt | 17.7% | -1.7% | -3.2% | 0.0 | -2.5% | -11.0% | nt | nt
Cc1cc(NC(=O)c2cc(-c3ccc(Cl)cc3)on2)n(-c2ccccc2)n1 | 3.8% | nt | -1.4% | -4.4% | -5.3 | -1.2% | -4.7% | -2.7% | -5.7%
CCc1nnc(SCC(=O)Nc2ccc3c(c2)OCO3)o1 | ? | -2.4% | 2.5% | 3.1% | 2.4 | 0.3% | -8.9% | -1.7% | -10.6%
S=c1[nH]nc(-c2ccccc2)c2ccccc12 | 26.1% | -1.6% | 25.3% | -5.9% | -4.8 | -2.2% | -7.5% | -1.6% | ?
Cc1ccc(S(=O)(=O)NCCSc2nnnn2-c2ccccc2)cc1 | 0.5%&39.8% | -4.6% | 29.5%&-10.3% | 5.3%&2.5% | 2.2&4.0 | -2.2%&-3.3% | -13.5%&-13.8% | -5.2%&-12.9% | -6.5%&6.5%
O=C(CSc1nc(-c2ccccc2)c2ccccc2n1)Nc1ccc(F)cc1 | 3.6% | nt | -5.0% | -11.4% | -1.9 | -3.0% | -9.4% | -2.4% | 0.8%
CN(C(=S)NC(=O)Cc1ccccc1)c1ccccc1 | 35.5% | -1.8% | 104.9%[activator] | -6.5% | -1.0 | -5.8% | -20.2% | -0.8% | -11.9%
Cc1ccc(C(C(=O)Nc2ccc3c(c2)OCO3)N(C)C(=O)/C=C\c2ccc3c(c2)OCO3)cc1 (stereo unspecified) | 12.6% | ? | 113.6%[activator] | -8.2% | 0.9 | -4.6% | -11.0% | -14.6% | -9.2%
C[C@@H](/C=C/c1ccc2ccccc2c1)C1COC(=O)C[C@H]1O (stereo partly specified) | nt | -1.1% | -21.5% | -11.2% | nt | -6.8% | nt | 2.7% | -20.9%

Entries of single compounds, looked up by structure:
`CN(C(=S)NC(=O)Cc1ccccc1)c1ccccc1` is listed as POLB inh: 35.5%; APE1 inh: -1.8%; POLI inh: 104.9%[activator]; POLK inh: -6.5%; LDHA block: -1.0; GRP78 ERSR act: -5.8%; POLH inh: -20.2%; BLM helicase inh: -0.8%; Anesthetic bind: -11.9%
`O=C(CSc1nc(-c2ccccc2)c2ccccc2n1)Nc1ccc(F)cc1` is listed as POLB inh: 3.6%; APE1 inh: nt; POLI inh: -5.0%; POLK inh: -11.4%; LDHA block: -1.9; GRP78 ERSR act: -3.0%; POLH inh: -9.4%; BLM helicase inh: -2.4%; Anesthetic bind: 0.8%

(continued)
SMILES | POLB inh | APE1 inh | POLI inh | POLK inh | LDHA block | GRP78 ERSR act | POLH inh | BLM helicase inh | Anesthetic bind
Cc1cc(=O)n(CC(=O)N2CCN(c3ccccc3F)CC2)c2c1c(C)nn2C | -25.3% | nt | 23.3% | -5.1% | -11.9 | -2.0% | -20.8% | -0.9% | -7.6%
CN(C)c1ncc2nc(-c3ccccc3)c(=O)n(CCc3ccccc3)c2n1 | nt | ? | nt | -1.6%[60.1 µM] | nt | -6.5% | nt | 1.4% | nt
CC(C)C[C@H](NC(=O)N1CCn2c1nc1ccccc12)C(=O)NCc1ccc2c(c1)OCO2 | ? | -2.5% | 4.6% | -2.0% | 0.6 | -3.8% | -22.3% | -6.3% | -17.2%
CC(C)NC(=O)c1cc2cc(Br)ccc2oc1=O | -2.6% | 6.5% | 1.9% | 4.1% | 3.9&-3.3 | 2.0% | 5.4% | -2.6% | -11.0%
Cc1cc[n+](C(C)C(=O)c2ccc(Cl)cc2)cc1 (stereo unspecified) | -3.0% | 6.9% | 75.1%[activator] | -12.8% | -3.4 | -7.2% | 8.3% | -0.5% | -3.2%
Nc1ccc(N2CCN(c3ccc(F)cc3)CC2)cc1 | 20.6% | 10.2% | 64.1%[activator] | -5.5% | 2.4 | -0.6% | -15.6% | 0.1% | -7.9%
O=C(CSc1nnc(Cn2nnc(-c3ccccc3)n2)n1-c1ccccc1)Nc1ccc(F)cc1 | 2.2% | -2.2% | 31.0%[activator] | -9.2% | 0.0 | -1.4% | 1.3% | 0.5% | -5.2%
CCCC(=O)Nc1sc2c(c1C(=O)OC)C(C(=O)OC)CC2 (stereo unspecified) | -1.0% | 25.5% | -1.6% | -3.4% | -6.1 | -8.9% | -5.9% | 6.3% | -4.6%
COc1ccccc1CNS(=O)(=O)c1c(C(=O)N2CCCCCC2)c(C)n(C)c1C | 21.8% | 14.8% | 82.1%[activator] | 6.4% | 0.8 | -2.7% | -14.7% | -3.4% | -6.1%
O=C(O)C1CCCN1c1ncnc2ccccc12 (stereo unspecified) | -18.4% | 3.5% | ? | -6.3% | 0.2 | -3.2% | 1.9% | 0.1% | 24.2%
Cc1c(C(=O)Nc2cc(F)cc(F)c2)cnn1-c1ccccc1 | -15.0% | 5.0% | 0.9% | -14.6% | -3.0 | 4.0% | -13.2% | -9.6% | -12.6%
Cc1ccc(S(=O)(=O)N(C)c2ccc(C(=O)Nc3c(C)n(C)n(-c4ccccc4)c3=O)cc2)cc1 | 13.1% | -5.0% | 0.7% | -2.2% | 0.3 | -1.0% | -25.5% | -1.8% | -6.2%
CC1CCCCC1NCC#CCOc1ccc(Cl)cc1 (stereo unspecified) | 53.1% | 15.5% | -1.7% | 5.4% | -6.6 | -6.4% | -21.3% | -1.4% | -19.1%
Cc1ccccc1-n1c(Cn2c(=O)sc3ccccc32)nnc1SCC(N)=O | -4.1% | ? | 28.2% | 2.1% | 0.3 | -6.3% | -3.8% | -0.3% | 10.9%
Cc1ccc(C(=O)/C=C/Nc2ccccc2C(N)=O)cc1 | 2.1% | -4.2% | 6.1% | 2.0% | -2.6 | -15.2% | -5.7% | -0.9% | -5.9%
COc1ccc2o/c(=N/NC(=S)Nc3ccccc3)c(C(N)=O)cc2c1 | ? | -2.9% | nt | nt | nt | nt | nt | -1.6% | 2.2%
COc1cccc(/C=N/Nc2ccnc(=O)[nH]2)c1O | 13.6% | 4.8% | 27.1% | -1.0% | 16.1 | -8.8% | -2.4% | -10.5% | -16.9%
Cc1ccccc1CCNCc1c(C(=O)O)c(C)n(Cc2c(F)cccc2Cl)c1C | 16.7% | nt | -16.2% | 0.1% | -1.8 | -1.6% | 7.1% | 3.0% | -13.2%
Cc1nn(-c2ccc(F)cc2)c(C)c1NS(=O)(=O)c1ccc2ccccc2c1 | -7.1% | -4.0% | -9.2% | -14.1% | -5.8 | -3.3% | -2.2% | -11.5% | -23.9%
Cc1nc(Nc2cccc(C(F)(F)F)c2)nc2c1C(=O)CC(C)C2 (stereo unspecified) | -0.6% | 0.5% | 7.8% | -4.4% | 1.8 | -6.5% | -5.4% | 1.3% | 1.9%
O=C(Nc1ccc(F)cc1)/C(=C1/CCCCCN1)[N+](=O)[O-] | -8.9% | -2.3% | 12.8% | 1.5% | 1.4 | -1.3% | -10.2% | -1.6% | 4.0%
CCc1nnc(NC(=O)c2c(OC)cccc2OC)s1 | 6.7% | 11.9% | 30.0%[activator] | -16.2% | -13.4 | -1.5% | -8.3% | -3.6% | -10.7%
Nc1ccc(C(=O)Nc2ccc(Nc3ccncc3)cc2)cc1 | 31.6µM* | ? | ? | -26.0% | -4.2 | -3.7% | 5.5% | 4.2% | -5.2%
CC(=O)NC(Cc1c[nH]c2ccccc12)C(=O)NCc1ccc2c(c1)OCO2 (stereo unspecified) | 9.9% | 6.4% | 17.7% | -9.7% | -3.4 | -3.4% | -0.5% | -0.1% | -6.0%
O=C1CCCN1CC(O)CS(=O)(=O)Cc1ccc(Cl)c(Cl)c1 (stereo unspecified) | 22.6% | -12.5% | 7.4% | -1.2% | -2.8 | -2.1% | -19.2% | -1.6% | -7.2%
O=C(CN1C(=O)COc2ccc(S(=O)(=O)N3CCCCC3)cc21)NCCc1ccc(Cl)cc1 | 2.9% | nt | 11.8% | -16.2% | -12.9 | -3.6% | -9.5% | -3.5% | -9.0%
CCOC(=O)c1cccc2c1-c1ccccc1/C2=N/O | 0.2% | -4.6% | 17.9% | -10.3% | -0.9 | -1.8% | -11.0% | -4.6% | ?
